# Pin1 inhibitor: blocks the human prolyl isomerase Pin1 | Potency, µM (highest dose often 115 µM), inactives show at the top dose activity, negative = inhibition, actives largely listed as inhibitors | Q13526 | Pin1 FP peptide displacement, HiFluor488, 10 min | 0.009% of 390,000 active; active = well fitted inhibition curve with a large enough effect in the polarisation, with a control signal flat, not every such curve was filed as active; inconclusive = small, poorly fitted or top-dose-only effect, or effect the other way, or a change in a side signal; inactive = no such curve, though single readings can be large or run the other way; the % refers to the polarisation; note: potency is the fitted concentration of half-maximal effect; % is set by controls: 0 for no effect and ±100 for the full control effect
# Target sequence (Q13526 whole entry, looked up): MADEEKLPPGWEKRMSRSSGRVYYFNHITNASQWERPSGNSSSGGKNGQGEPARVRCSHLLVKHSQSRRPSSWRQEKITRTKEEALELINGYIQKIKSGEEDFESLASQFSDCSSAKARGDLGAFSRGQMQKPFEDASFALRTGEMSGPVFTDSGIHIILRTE
# GLS inh: blocks human kidney-isoform glutaminase activity; GLS enzymatic activity, qHTS titration; AID 624170; 0.21% of 410,000 active; Potency, µM (doses to about 45.5 µM), without a hit: at the highest dose activity change, negative = inhibition, most hits filed as inhibitors; note: potency is the fitted concentration of half-maximal effect; % is set by controls: 0 for no effect and ±100 for the full control effect
#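 hKGA in 45 mM KH2PO4 pH 8.2, 0.02% Tween-20 with pin-transferred compounds; 1 mM L-glutamine (stock) plus glutamate oxidase/HRP/Amplex Red coupling added. Fluorescence read initially and after 30 min at RT.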
# PI4K2A inh: PI4K2A (human) kinase inhibition | Q9BTU6 | purified PI4K2A, ADP-Glo luminescence, 1 h; active compounds read low | activity change, negative = inhibition, % at 76.9 µM | 0.13% of 420,000 active | AID 1346378; in the data active = activity change below about -50%; inconclusive = mostly about -30% to -49%;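 note: -100% = wells without enzyme as full effect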
#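 Compounds are screened against recombinant PI4K2A using PI as substrate and ATP, the latter dispensed at 300 microM. Reactions run one hour at ambient temperature before ADP-Glo detection; full inhibition defined by wells lacking enzyme.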
# USP1-UAF1 inh: USP1/UAF1 (human) deubiquitinase inhibition; AID 743255; O94782; recombinant USP1/UAF1, Ub-Rhodamine cleavage fluorescence; 0.23% of 390,000 active; Potency, µM (top dose mostly 57.1 µM), for the others: top-dose activity change, negative = inhibition, most hits filed as inhibitors; note: potency is the fitted concentration of half-maximal effect; % is set by controls: 0 for no effect and ±100 for the full control effect; nearly all actives have a fitted effect of over 60% in size; inactives centre near -12
#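 In this screen, compounds sit with the deubiquitinase complex (1nM) for 15 min at room temperature before Ub-Rho is added at 150nM final. Fluorescence rise is then followed for 6 reads every 60 seconds.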
# Tb PGK inh: inhibitors of T. brucei phosphoglycerate kinase; PGK/GAPDH coupled, Kinase-Glo luminescence, 60 min; Potency, µM (top dose mostly 57.5 µM), without a hit: at the highest dose activity change, negative = inhibition, hits mostly inhibitors; 0.043% of 380,000 active; AID 602233; note: potency is the fitted concentration of half-maximal effect; % is set by controls: 0 for no effect and ±100 for the full control effect; nearly all actives have a fitted effect of over 60% in size
#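 Luminescent ATP detection (Kinase-Glo Plus) follows a 60-minute room-temperature incubation, with wells lacking PGK as controls. Buffer: 100 mM TEA (pH 7.6), 5 mM MgCl2, 0.01% Tween-20. Coupling enzyme GAPDH (100 nM final) supplies unstable 1,3-BPG in-well.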
# TrxR1 substrate: is turned over as a substrate by rat TrxR1. O89049. purified TrxR1 substrate turnover, NADPH consumption readout. Potency, µM (series often up to 114 µM), for inactives: at the highest dose activity change, negative = substrate turnover. 0.01% of 390,000 active. AID 588456; note: potency is the fitted concentration of half-maximal effect; % is set by controls: 0 for no effect and ±100 for the full control effect; nearly all actives have a fitted effect of over 50% in size
#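 Rat TrxR1, dispensed at 90 nM, was prereduced with 400 uM NADPH (final) for 5 min at ~22 deg C, then incubated with compound 15 min before 400 uM selenite. A first-read NADPH fluorescence drop versus no-compound background flagged substrates.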
# TrxR1 inh: rat TrxR1 inhibition | Potency, µM (series often up to 114 µM), for the others: top-dose activity change, negative = inhibition, most hits filed as inhibitors | recombinant rTrxR1, NADPH fluorescence consumption, selenite substrate | 1% of 390,000 active; note: potency is the fitted concentration of half-maximal effect; % is set by controls: 0 for no effect and ±100 for the full control effect; nearly all actives have a fitted effect of over 65% in size
#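 Rat TrxR1 (90 nM in the dispensed reagent) was pre-reduced with 400 uM NADPH for 5 min at room temperature, then incubated with compound for 15 min. After 400 uM selenite was added, NADPH fluorescence (Ex 340/Em 450 nm) was followed for 8 min.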
# mIDH1 inhibitor: inhibitors of human mutant IDH1 R132H; IDH1-R132H enzyme, NADPH consumption, diaphorase/resazurin fluorescence; Potency, µM (top dose mostly 76.6 µM), without a hit: top-dose activity change, negative = inhibition, usual class: inhibitors; 0.093% of 390,000 active; AID 602179; note: potency is the fitted concentration of half-maximal effect; % is set by controls: 0 for no effect and ±100 for the full control effect; nearly all actives have a fitted effect of over 65% in size
# Target sequence (O75874 whole entry R132H, stated change not applied): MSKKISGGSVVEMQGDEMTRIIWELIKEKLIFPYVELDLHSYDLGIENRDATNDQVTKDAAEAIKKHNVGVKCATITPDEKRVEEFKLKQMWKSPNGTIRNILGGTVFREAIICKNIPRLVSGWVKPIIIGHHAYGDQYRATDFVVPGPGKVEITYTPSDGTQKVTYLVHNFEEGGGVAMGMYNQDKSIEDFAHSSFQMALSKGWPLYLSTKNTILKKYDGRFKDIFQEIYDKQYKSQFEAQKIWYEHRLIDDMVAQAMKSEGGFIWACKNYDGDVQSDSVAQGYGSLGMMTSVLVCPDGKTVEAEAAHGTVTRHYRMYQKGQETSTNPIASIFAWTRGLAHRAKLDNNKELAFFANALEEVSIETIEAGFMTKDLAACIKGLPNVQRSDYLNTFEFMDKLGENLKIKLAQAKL
#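 IDH1-R132H (0.5 ug/mL dispensed) in pH 7.5 Tris buffer was preincubated 30 min with compound, then given a substrate mix of 0.016 mM NADPH and 2 mM alpha-KG for 80 min at room temperature; remaining NADPH was read by diaphorase/resazurin fluorescence.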
# HP1b binding inh: inhibitors of HP1-beta chromodomain binding to methylated histone tails; P83916; AlphaScreen HP1-beta / biotin-H3K9me3 peptide binding; Potency, µM (highest dose often 114 µM), for the others: at the top dose activity change, negative = inhibition, usual class: inhibitors; 0.56% of 390,000 active; note: potency is the fitted concentration of half-maximal effect; nearly all actives have a fitted effect of over 70% in size; inactives centre near 23
# Target sequence (P83916 whole entry, looked up): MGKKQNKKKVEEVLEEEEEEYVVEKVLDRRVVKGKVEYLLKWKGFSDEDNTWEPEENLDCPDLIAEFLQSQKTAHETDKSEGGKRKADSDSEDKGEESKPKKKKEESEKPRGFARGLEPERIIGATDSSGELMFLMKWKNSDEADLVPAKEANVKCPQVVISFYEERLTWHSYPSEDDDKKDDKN
#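 AlphaScreen: HP1-beta (50 nM) preformed 30 min with biotin-H3(1-18)K9me3 peptide (50 nM) in PBS pH 7.4, 0.01% Tween-20. Compound added for 30 min at RT, then streptavidin donor/nickel chelate acceptor beads (10 ug/mL) for 30 min.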
# * hit, by the source's call; i = inactive; ? = inconclusive; . = no result given; [ ] = remark or other dose. Unless noted, calls come from the whole dose curve; as a rule, active = well fitted curve in the direction sought with a large enough effect; inconclusive = small, poorly fitted or top-dose-only effect, or another doubt; inactive = no such curve, though single readings can be large; an effect the other way counts as inactive or inconclusive.
smiles	Pin1 inhibitor	GLS inh	PI4K2A inh	USP1-UAF1 inh	Tb PGK inh	TrxR1 substrate	TrxR1 inh	mIDH1 inhibitor	HP1b binding inh
Cc1cccc(NC(=O)N(Cc2cc3cc(C)ccc3[nH]c2=O)CC2COCCO2)c1 (centres undefined)	6.0%	-3.5%	1.9	-8.0%	-4.0%	6.8%[57.1 µM]	-2.7%[57.1 µM]	-0.9%	-5.4%
Cn1c(=O)c(C#N)c(-c2ccc(F)cc2)c2cc(C(=O)c3cc(Cl)cc(Cl)c3O)cnc21	?	17.4%	-7.0	-11.2%	2.3%	-8.2%	-21.3%	0.0%	?
CCn1c(SC)nc2c(c1=O)SC(C)C2 (centres undefined)	1.5%	3.0%	-0.4	0.1%	2.0%	16.9%	6.8%	2.2%	25.0%
CCOc1ccc(-c2ccc3nnc(SCC(=O)NCC4CCCO4)n3n2)cc1 (centres undefined)	-0.8%	4.2%	-1.5	-19.2%	i	54.0%[activator]	11.8%	-0.7%	25.5%
COCCNC(=O)C(=O)N/N=C(\C)CC(=O)Nc1ccc(Cl)cc1Cl	-6.8%	-1.0%	1.0	-5.4%	i	-7.3%	-22.6%	4.4%	36.9%
CCCS(=O)(=O)N1CCCC(C(=O)NCCc2ccccc2)C1 (centres undefined)	-2.8%	2.3%	7.2	-26.3%	-4.8%	4.4%	13.4%	-1.7%	59.8%[activator]
CCC(C)NC(=O)c1c(-c2cc(Cl)c(OC)c(Cl)c2)noc1C (centres undefined)	-0.7%	-3.2%	-1.8	-19.0%	-1.7%	-1.2%	13.1%	-7.8%	39.4%[activator]
O=[N+]([O-])c1cc(C(F)(F)F)cc([N+](=O)[O-])c1NN=C1CCCCC1	?	-1.0%	-4.1	-8.5%	-6.1%	-6.1%	1.3%	1.0%	20µM*
CCOC(=O)c1c(C)sc2c1N(C(=O)CN(CC)CC)c1cc(Cl)ccc1S2	5.5%	-1.7%	-9.8	-12.6%	-5.2%	5.2%[57.1 µM]	10.1%[57.1 µM]	1.1%	-22.0%
Cc1ccccc1CS(=O)(=O)Cc1ccc(C(=O)NC2CCCC2)o1	-15.5%	10.1%	-1.2	-3.8%	-9.9%	-2.5%	15.7%	-14.7%	33.2%[activator]
O=C(CCc1ccccc1)Nc1ccc(NC(=O)C2CC2)nc1	2.8%	17.2%	-1.2	-7.2%	?	0.4%	26.1%[57.1 µM]	5.9%	20.0%
CCOc1ccc(S(=O)(=O)NNC(=S)Nc2ccc(Br)cc2)cc1	3.9%	31.5%[activator]	7.0	0.4%	i	-13.5%	-23.9%	7.4%	-7.9%
Cc1ccc(Cn2c(=O)oc3ccccc32)cc1	-4.4%	-1.2%	0.7	-8.0%	-2.5%	-1.0%	17.4%	3.0%	31.9%
CCn1c(CNc2ccc(F)cc2)nnc1SCC#N	-8.9%	0.0%	-1.0	6.5%	-5.0%	6.6%[57.1 µM]	9.2%[57.1 µM]	-2.5%	25.9%
Cc1ccc(S(=O)(=O)N2C[C@H]3C(=O)C[C@@H](c4ccc(Cl)cc4)N(S(=O)(=O)c4ccccc4C)[C@H]3C[C@H]2c2ccccc2)cc1	.	-1.5%	-2.6	-19.8%	7.2%	.	.	0.1%	.
CSc1ccccc1OCc1cc(C(=O)N(C)CCn2nc(C)cc2C)no1	-6.9%	?	-5.9	-7.7%	3.7%	4.2%[57.1 µM]	13.8%[57.1 µM]	-7.0%	-4.1%
O=C(c1ccc2ccccc2c1)C1CCCN(C(=O)CCn2cnnn2)C1 (centres undefined)	-10.2%	1.1%	2.1	-16.4%	i	3.9%	20.4%	28.4%	27.8%
Nc1nc(Cl)cc(NCCc2ccc(O)cc2)n1	-0.6%	0.0%	-8.6	-8.8%	i	13.3%	28.7%	0.0%	1.6%
CCOC(=O)C1CCCN(C(=O)COc2ccccc2O)C1 (centres undefined)	-14.3%	10.6%	9.1	-4.9%	-7.0%	-1.5%	-12.8%	2.8%	33.9%
CN1CCN(C2=Cc3ccccc3Sc3cc(F)ccc32)CC1	2.5%	12.0%	-1.5	-10.0%	9.4%	4.3%[57.1 µM]	10.9%	3.3%	-1.5%
CN1CCN(C(=O)/C=C\C(=O)O)CC1	1.3%	-1.1%	-2.4	-0.6%	-0.3%	3.6%	3.6%	-1.6%	15.4%
CC(=O)c1csc(CS(=O)(=O)c2ccccn2)n1	8.6%	-1.7%	-1.0	1.2%	-4.6%	-7.4%	4.5%	-6.8%	38.8%
O=C(Nc1nccs1)c1cc(-c2ccco2)nc2ccccc12	?	-23.5%	-27.6	-24.0%	-4.6%	13.5%	-7.4%	10.5%	-5.8%
CCOC(=O)c1ccccc1NC(=O)c1cncc(Br)c1	-14.9%	1.5%	-0.3	-17.8%	i	1.6%	-4.8%	-2.3%	20.4%
CSCCCNC(=S)Nc1ccc(N2CCOCC2)cc1N1CCOCC1	?	-0.5%	-2.1	-2.7%	-0.2%	-0.6%	-14.8%	-0.9%	30.0%
Cc1ccccc1CNc1nc(N(C)C)nc2c1cnn2C	?	-0.6%	0.0	-0.5%	.	4.3%[57.1 µM]	7.5%[57.1 µM]	.	16.6%
Cc1ccc2c(c1)-c1nc(-c3ccc4c(c3)NC(=O)CO4)cc(-c3ccc(Cl)cc3)c1CO2	13.3%	-3.6%	7.7	-31.5%	6.6%	5.2%	20.2%	-0.9%	33.8%
CCOC(=O)c1ccccc1NC(=O)c1sc2nc3n(c(=O)c2c1C)CCCC3	?	-5.7%	0.7	1.6%	i	-4.3%	?	3.3%	56.7%
Cc1cc(C)c(C)c(C(=O)c2ccccc2C(=O)O)c1C	7.2%	4.7%	-4.8	-17.0%	i	7.7%[57.1 µM]	30.3%[57.1 µM]	4.0%	26.5%
Cc1cccc(Nc2nc(N)nc(CSc3nccn3C)n2)c1	-2.4%	9.3%	1.3	-0.8%	-8.8%	8.5%[57.1 µM]	13.1%[57.1 µM]	2.0%	23.4%
Cc1ccc(S(=O)(=O)NCCNC(=O)c2ccc(C)nc2)cc1	0.9%	4.6%	2.6	-10.1%	4.7%	-4.5%	1.5%	-9.0%	0.3%
Cc1ccsc1-c1nc(CN2CCCC2c2ccc(F)cc2)c(C)o1 (centres undefined)	-3.3%	0.2%	7.9	-13.7%	-1.4%	3.6%	0.0%	4.4%	39.7%
CCCCCCCCCCNC(=O)CCn1[nH]c(=O)c2ccccc2c1=O	1.6%	16.6%	-7.4	-11.8%	-8.5%	-1.0%	14.9%	7.3%	52.2%[activator]
Cc1ccc2c(c1)N(CC(=O)NC1CCCc3ccccc31)C(=O)CO2 (centres undefined)	1.4%	5.4%	1.4	2.8%	-0.6%	6.4%	24.1%	8.6%	38.5%
CC1CC1C(=O)N(C)CC(=O)Nc1ccc(Cl)c(C(F)(F)F)c1 (centres undefined)	3.3%	2.3%	1.2	-3.9%	8.1%	1.4%	5.6%	0.0%	36.8%
O=C1NC(c2cccc3ccccc23)Nc2ccc(Cl)cc21 (centres undefined)	6.1%	1.4%	-3.8	?	-0.2%	5.4%[11.4 µM]	-1.1%[11.4 µM]	3.2%	81.2%[activator]
Clc1cc(Cl)c(Cl)cc1Cl	-8.3%	-1.8%	-1.4	-26.5%	-1.4%	2.7%	21.2%	1.3%	23.4%
COc1ccc2nc(Cl)c(C=O)c(N3CCOCC3)c2c1	.	-0.3%	0.8	-5.6%	4.4%	.	.	-7.9%	.
COc1ccc(CCNC(=O)C2CCC(=O)N2CCc2ccccc2)cc1OC (centres undefined)	1.4%	-4.2%	1.0	-5.9%	-3.7%	-1.8%	13.2%	-4.0%	41.2%[activator]
O=C(Cn1cc(C(=O)c2ccncc2)c(=O)c2cc(F)ccc21)Nc1ccc(Cl)cc1	7.4%	0.6%	2.2	18.5%	-2.6%	0.3%[57.1 µM]	16.2%[57.1 µM]	-4.9%	16.8%[57 µM]
CCOC(=O)CCc1c(C)c2ccc(OC3CCCCC3=O)cc2oc1=O (centres undefined)	0.5%	-14.6%	1.0	-2.7%	-5.8%	54.7%[activator][57.1 µM]	-41.8%	8.7%	20.3%
Cc1c(/C=C/C(=O)c2ccc(C(C)C)cc2)cnn1C	?	-2.3%	-4.1	-3.9%	1.2%	-5.3%	17.6%	20.0%	7.5%
COc1ccc(NC(=O)CSc2nnc(N)n2CC(=O)Nc2ccc(OC)cc2)cc1	-6.6%	-11.3%	-0.2	-9.8%	-2.4%	3.5%[57.1 µM]	22.9%[57.1 µM]	-0.1%	27.3%

# 2 neighbouring entries out of the list so far, quoted:
smiles	Pin1 inhibitor	GLS inh	PI4K2A inh	USP1-UAF1 inh	Tb PGK inh	TrxR1 substrate	TrxR1 inh	mIDH1 inhibitor	HP1b binding inh
Cc1c(/C=C/C(=O)c2ccc(C(C)C)cc2)cnn1C	?	-2.3%	-4.1	-3.9%	1.2%	-5.3%	17.6%	20.0%	7.5%
COc1ccc(NC(=O)CSc2nnc(N)n2CC(=O)Nc2ccc(OC)cc2)cc1	-6.6%	-11.3%	-0.2	-9.8%	-2.4%	3.5%[57.1 µM]	22.9%[57.1 µM]	-0.1%	27.3%

# Compound activity: PubChem BioAssay, National Center for Advancing Translational Sciences (NCATS)

# A portion of the library; the hit share may differ from the screen's.
